# BAP1 block = inhibitors of human BAP1 deubiquitinase; Q92560; recombinant BAP1, Ub-AMC hydrolysis fluorescence kinetic; hits give low values; activity remaining (% of control), % at 20 µM; 72,000 compounds, 0.48% hits;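 active means activity remaining at or below 50% of control, provided the compound also passes the data quality filters; inactive means the rest, including low values that fail the filters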;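 further: 100% = DMSO wells rate and 0% = substrate alone blank rate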
# Target sequence (Q92560 whole entry, looked up): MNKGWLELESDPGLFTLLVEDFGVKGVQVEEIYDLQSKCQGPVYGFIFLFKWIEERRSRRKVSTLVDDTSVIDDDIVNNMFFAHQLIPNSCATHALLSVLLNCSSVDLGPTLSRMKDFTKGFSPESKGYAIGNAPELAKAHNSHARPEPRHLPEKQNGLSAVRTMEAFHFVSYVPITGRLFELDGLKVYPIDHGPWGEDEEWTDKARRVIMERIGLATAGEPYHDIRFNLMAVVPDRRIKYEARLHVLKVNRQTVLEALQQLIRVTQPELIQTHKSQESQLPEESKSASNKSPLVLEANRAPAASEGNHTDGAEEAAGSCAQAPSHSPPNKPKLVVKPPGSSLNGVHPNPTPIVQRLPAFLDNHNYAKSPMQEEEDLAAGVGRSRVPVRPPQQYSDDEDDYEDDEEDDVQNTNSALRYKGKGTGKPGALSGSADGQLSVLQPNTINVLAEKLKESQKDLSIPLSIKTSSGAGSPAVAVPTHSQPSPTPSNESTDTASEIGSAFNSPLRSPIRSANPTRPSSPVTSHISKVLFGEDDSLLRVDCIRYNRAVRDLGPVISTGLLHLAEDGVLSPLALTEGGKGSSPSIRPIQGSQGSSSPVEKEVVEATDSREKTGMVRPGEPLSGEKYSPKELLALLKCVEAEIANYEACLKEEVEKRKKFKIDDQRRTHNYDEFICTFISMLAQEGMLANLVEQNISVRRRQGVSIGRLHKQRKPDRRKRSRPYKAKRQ
# HePTP inhibitor = human HePTP phosphatase inhibition. AID 521. recombinant HePTP phosphatase activity, OD absorbance. inhibition, % at 20 µM. P35236. 110,000 compounds, 0.64% hits; in the data active means inhibition above about 50%;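 further: plate controls were vehicle for no effect and reference inhibitor for full effect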
# Target sequence (P35236 whole entry, looked up): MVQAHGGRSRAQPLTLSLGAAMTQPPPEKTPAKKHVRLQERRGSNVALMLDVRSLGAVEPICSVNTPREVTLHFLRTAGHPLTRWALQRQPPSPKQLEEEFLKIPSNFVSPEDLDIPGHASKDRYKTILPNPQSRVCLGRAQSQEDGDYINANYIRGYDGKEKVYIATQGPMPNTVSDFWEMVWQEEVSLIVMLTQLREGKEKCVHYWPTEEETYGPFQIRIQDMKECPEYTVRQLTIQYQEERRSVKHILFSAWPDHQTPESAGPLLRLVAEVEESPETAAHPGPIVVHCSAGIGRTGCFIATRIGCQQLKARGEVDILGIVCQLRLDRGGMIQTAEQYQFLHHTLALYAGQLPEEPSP
# Starred values were filed as active, the others as inactive; . = no result given; & = joins results of further samples.
BAP1 block,HePTP inhibitor,canonical_smiles
111.8,5.9,COc1ccc(NC(=O)CC(Cc2ccccc2)C(=O)O)cc1 (configuration not stated)
86.9,0.2,CC(C)=CCCC(C)CN1CCC(O)CC1 (configuration not stated)
80.3,6.1,CNC(=O)N(C1=NCC(C)S1)c1ccc(F)cc1F (configuration not stated)
120.8,4.3,Cc1ccc(C2CC(C(F)F)n3ncc(C(=O)Nc4cnn(Cc5ccccc5C)c4)c3N2)cc1 (configuration not stated)
.,-26.1,O=C(CCn1c2ccccc2c2ccccc21)N/N=C/c1ccccc1O
104.1,1.7,O=C(c1ccc2c(c1)c(=O)oc1ccccc12)N1CCCCC1
99.8,3.6,COc1ccc(CCN2CCCn3c2nc2c3c(=O)n(Cc3ccccc3F)c(=O)n2C)cc1OC
96.8,7.1,O=C(O)CSCc1c(F)cccc1Cl
.,-12.8,O=C(N/N=C/c1c(O)ccc2ccccc12)c1cc(C23CC4CC(CC(C4)C2)C3)[nH]n1
73.7,5.1,O=C1CNCc2[nH]c3ccccc3c2N1c1ccccc1
.,-4.1,c1ccc2c(c1)[nH]c1nc3nnnn3nc12
69.4,7.4,O=C(CSc1nnc(-c2ccco2)n1-c1ccccc1)NCc1ccc2c(c1)OCO2
112.0,-0.3,CCOC(=O)C1CCCN(C(=O)CCc2ccccc2)C1 (configuration not stated)
157.6,-1.7,CC1=C(C(=O)OC(C)C)C(c2ccccc2Cl)C2=C(CC(C)(C)CC2=O)N1 (configuration not stated)
87.3,1.2,CCCC(=O)n1nc(-c2ccco2)nc1SCc1ccccc1
107.8,-5.0&9.7,CCOC(=O)c1ccc(NC(=O)c2ccc3c(c2)OCO3)cc1
.,-7.5,Cc1cc(C(=O)NCCCN(C)C)ccc1[N+](=O)[O-]
.,8.1,CN1CCN(C(=O)CCN2C(=O)/C(=C/c3cccs3)SC2=S)CC1
102.0,-0.5,COc1cc(NC(=O)c2cccc3c2C(=O)N(Cc2cccnc2)C3)cc(OC)c1OC
97.4,2.3,COc1ccc(C(O)c2nccn2Cc2ccccc2)cc1 (configuration not stated)
112.1,11.2,CCn1c(N)c(C(=O)NCc2cccnc2)sc1=S
.,13.2,COc1ccc(OC)c(NC(=O)C2C3C=CC(C3)C2C(=O)O)c1 (configuration not stated)
.,2.0,CC(C)c1ccc(N(CC(=O)Nc2ccccc2Cl)S(=O)(=O)c2ccccc2)cc1
93.0,-0.9,COc1ccccc1C1C=C(c2ccccc2)Nc2nnnn21 (configuration not stated)
103.9,2.6,CCOC(=O)N1CCC(NC(=O)C2CCCN(S(C)(=O)=O)C2)CC1 (configuration not stated)
78.9,2.2,O=C1c2ccccc2C(=O)N1CCc1ccccn1
.,12.0,CCOC(=O)c1cc(C#N)c(SCC(=O)c2cc(C#N)c(SC)nc2C)[nH]c1=O
.,-31.1,Cc1cc2oc(=O)cc(C)c2cc1NC(=O)c1ccccc1
.,6.1,Cc1onc(-c2ccccc2)c1C(=O)Nc1ccc(N(C)C)cc1
.,2.9,O=C(Nc1c(Cl)cccc1Cl)c1ccc(Cl)c(Cl)c1
.,-2.1,COc1ccc(N(CC(=O)Nc2ccc(C)cc2C)S(C)(=O)=O)cc1
89.3,-1.6,Cc1ccnc(NC(=O)CCC(=O)N(CC(=O)NC2CCCCC2)c2ccc3c(c2)OCO3)c1
105.7,9.4,COc1cccc(-n2nnnc2SCC(=O)Nc2cccc(NC(C)=O)c2)c1
.,8.1,O=C(NCCOc1ccccc1)c1ncn[nH]1
.,7.4,CCN1CCN(c2cc(C)c3cc(NC(=O)c4ccc(Br)o4)ccc3n2)CC1
.,-26.9,COc1cccc(C2C(C(=O)Nc3ccccc3)=C(C)N=c3s/c(=C\c4sccc4C)c(=O)n32)c1 (configuration not stated)
255.5,-3.3,COC(=O)c1c(NC(=O)CN2CCOCC2)sc2c1CCC(C)C2 (configuration not stated)
94.6,.,COc1ccc2[nH]cc(C3N4CC5(C)CN3CC(C)(C4)C5=O)c2c1 (configuration not stated)
104.3,-0.3,CCOC(=O)c1c(C)n(C)c2ccc(OC)c(NC(=O)CN3CCCCC3)c12
115.3,8.3,Cn1c(SCC(=O)Nc2nccs2)nnc1-c1ccncc1
.,-10.3,COc1cccc(C=C2C=C(C(C)(C)C)C(=O)C(C(C)(C)C)=C2)c1OC
82.1,-1.9,CCOC(=O)C1C(c2ccc3c(c2)OCO3)NC(=O)NC1(O)C(F)(F)F (configuration not stated)
114.3,-7.5,O=C(CN1CCOCC1)OCCCC1CCCCC1
81.5,4.2,CC1Cc2nc(SCC(=O)NCc3ccco3)n(Cc3ccccc3)c(=O)c2S1 (configuration not stated)
.,-1.2,CCc1ccccc1NC(=O)c1c(NC(=O)c2ccccc2)sc2c1CCC2
.,-16.8,CSc1ccc(/C=N/NC(=O)c2cc(-c3ccccc3)n[nH]2)cc1
86.7,1.7,COc1ccc(NC(=O)Nc2ccc3nccnc3c2)cc1
.,1.8,CN1CCN(Cn2c(O)c(N=NC(=O)COc3ccc(Cl)cc3)c3ccccc32)CC1
98.9,6.1,COc1ccc(NC(=O)CCCC2=NS(=O)(=O)c3ccccc3N2)cc1
.,-2.1,COc1ccc(C(=O)Nc2cc(-c3nc4cc(Cl)cc(Cl)c4o3)ccc2C)cc1
106.5,13.7,O=C(OCN1C(=O)c2ccccc2C1=O)C1CCCCC1
149.0,-7.2,O=C(c1ccco1)N(Cc1cccs1)C1CCS(=O)(=O)C1 (configuration not stated)
.,10.9,Cc1cc(=O)oc2cc(OCC(=O)OC(C)C)ccc12
88.3,2.3,COc1cc(NC(=O)CSc2nnc3n2C(C)(C)Cc2ccccc2-3)cc(OC)c1
113.9,-2.1,CCOc1cc(S(=O)(=O)NC2CCCC2)ccc1Cl
91.8,6.7,O=S1(=O)NC(=NC2CCCCCC2)c2ccccc21
70.4,-4.1&1.1,CN(C)CCN(Cc1ccccc1)c1ccnc(N(C)C)c1C#N
.,3.0,Cc1ccc(OCC(=O)n2cnnc2N)c(Br)c1
.,-0.5,Cc1ccc(C)c(NC(=O)C2CC(=O)N(c3ccc(Br)cc3)C2)c1 (configuration not stated)
.,0.6,Cc1cccc(N2C(=O)/C(=C/c3cc(C)n(C)c3C)C(=O)NC2=S)c1C

# (list continues)
BAP1 block,HePTP inhibitor,canonical_smiles
92.7,0.0,CCOc1ccc(Nc2c3c(nc4ncnn24)CC(C)CC3)cc1 (configuration not stated)
100.0,-4.5,CS(=O)(=O)N1CCCC(C(=O)NCCCN2CCC(Cc3ccccc3)CC2)C1 (configuration not stated)
61.4,10.2,Oc1ccc(CN2CCCc3ccccc32)c2cccnc12
101.6,13.5,O=C(NC1CCCC1)C(c1ccco1)N(Cc1ccccc1)C(=O)c1csnn1 (configuration not stated)
100.4,5.0,CCOC(=O)c1nc(N)c(=O)n(-c2ccccc2)n1
.,3.4,Cc1ccc(OCC(=O)Nc2ccccc2C#N)c(C)c1
.,-7.1,Cc1ccccc1NC(=O)CC1Sc2ccccc2NC1=O (configuration not stated)
.,0.6,COCCNC(=O)c1c[nH]c2ccc(S(=O)(=O)N3CCC4(CC3)OCCO4)cc2c1=O
75.5,-0.4,CCOc1ccc(-n2c(C)nc3c(cnn3-c3ccc(Cl)cc3)c2=O)cc1
100.2&59.0,-5.1,O=C(CSc1nc2ccccc2s1)N1CCOCC1
.,6.7,O=C(c1ccc(Cl)cc1)N1CCN(c2ccc([N+](=O)[O-])c(N3CCOCC3)c2)CC1
89.5,-1.8,COc1cccc(CNc2ccc(Br)cn2)c1O
.,11.3,Cc1ccccc1NCC(=O)N/N=C\c1cc(Cl)ccc1O
.,10.6,CC(C)Sc1nc(NCc2ccco2)c2c3c(sc2n1)COC(C)(C)C3
107.3,0.1,CCOc1cc(-c2c(C#N)c(N)nc3c2CCCC3C)ccc1O (configuration not stated)
124.5,-16.8,CCOc1ncccc1C(=O)OCc1cn2cc(Cl)ccc2n1
100.0,7.0,Cc1cccc2cc(CN(Cc3ccccc3)C(=O)N(C)C)c(=O)[nH]c12
122.2,8.9,O=C(Oc1ccccc1)c1cccc(COC(=O)c2cnccn2)c1
.,-4.5,O=C(CSc1nc2ccccc2s1)N(c1ccccc1)c1ccccc1
.,-0.3,Cc1ccc(OCC(=O)NCC(C)C)cc1
.,5.8,COc1cc(C=C2C(=O)c3ccccc3C2=O)cc(Br)c1OCC(=O)O
73.4,11.5,CCOC(=O)N1CCN(C(=O)Nc2ccc(Cl)cc2)CC1
.,-10.9,COc1ccc(Cl)cc1NC(=O)c1cc2c(C)nn(-c3ccccc3)c2s1
91.0,5.7,O=C1c2oc3ccccc3c(=O)c2C(c2cccc(O)c2)N1c1ccccn1 (configuration not stated)
116.1,4.0,COCCCn1c(SCC(N)=O)nnc1-c1ccccc1
.,-12.6,c1ccc(-c2nc(N3CCCCC3)nc3ccccc23)cc1
.,-11.4,COC(=O)c1c(NC(=O)/C=C/c2ccc(OC)c(OC)c2)sc2c1C(C(=O)OC)CC2 (configuration not stated)
.,6.7,O=c1[nH]c(=O)n(-c2ccc(Br)cc2)c(O)c1C=C1C=CC=N1
98.8,0.4,CS(=O)(=O)Nc1ccc2c(c1)C(=O)OC2
103.5,0.5,COc1cccc(-c2noc(-c3cccs3)n2)c1
.,5.0,O=C1c2ccccc2C(=O)N1c1ccc(-c2nc3ccccc3c(=O)o2)cc1
.,4.3,Cc1c(NC(=O)c2cc(-c3ccccc3)nc3ccccc23)cccc1[N+](=O)[O-]
.,6.6,COc1cc2c(cc1OC)C(COc1ccc3c(C)cc(=O)oc3c1)N(C(=O)c1ccco1)CC2 (configuration not stated)
.,9.7,CCc1cccc(C)c1NC(=O)COc1ccc(OC)cc1
.,-7.9,Nc1cc(=O)[nH]c(SCc2ccc(Cl)cc2Cl)n1
95.6,5.6,CN1C(=O)c2oc3ccc(Br)cc3c(=O)c2C1c1ccncc1 (configuration not stated)
79.4,-4.1,Cc1ccc(C)c(Cn2nnc3c(=O)[nH]c(C(=O)NCc4ccco4)nc32)c1
545.2,9.3,N#CCCn1c(-c2nonc2NC(=O)c2ccccc2Cl)nc2ccccc21
101.4,4.6,Cc1cc(C)nc(NS(=O)(=O)c2ccc(N)cc2)n1
.,-0.8,CC(=O)c1c(C)oc2c(Br)cc(NS(=O)(=O)c3ccc(Cl)cc3)cc12
.,5.2,O=c1[nH]c(-c2ccc(O)c(Br)c2)nc2sc3c(c12)CCCC3
.,101.3*,O=C(O)c1ccc2c(c1)C(=O)N(c1ccc(-c3nc4cc(N5C(=O)c6ccc(C(=O)O)cc6C5=O)ccc4[nH]3)cc1)C2=O
.,8.7,Cc1c(C(=O)Nc2ccc3oc(-c4ccncc4)nc3c2)cccc1[N+](=O)[O-]
.,12.6,COc1ccc(-c2cn3cccnc3n2)cc1NC(=O)CC(C)C
.,8.7,O=C(CSc1nc2ccccc2o1)Nc1ccccc1[N+](=O)[O-]
94.0,-3.9,COc1ccc(C2=Nn3c(nnc3-c3ccccc3OC)SC2)cc1OC
.,7.5,CCOC(=O)C1=C(O)/C(=C/c2ccco2)SC1=Nc1ccc(Cl)cc1
.,-6.0,O=C(CSc1nc2ccccc2s1)N1c2ccccc2Sc2ccccc21
103.8,0.1,COc1cc(-c2nn3c(-c4cccc(C)c4)nnc3s2)cc(OC)c1OC
109.6,4.4,CCn1cc(C(=O)NCc2cccs2)c(=O)c2ccc(C)nc21
89.7,2.9,Cc1nc2cccc(C(=O)NC3CCCCC3)c2o1
.,6.9,Cc1ccc(S(=O)(=O)Nc2ccc3nc(N)sc3c2)cc1
118.2,7.6,Nc1nonc1-c1noc(N2CCOCC2)n1
.,-6.8,Cc1ccc(/C=N/c2sc3c(c2C#N)CCC3)s1
.,7.1,COC(=O)C1=NN(C(C)=O)C2C(=O)N(c3cccc(C)c3)C(=O)C12 (configuration not stated)
.,-9.5,CC1CCCCN1S(=O)(=O)c1ccc(Br)c2ccccc12 (configuration not stated)
.,7.6,CCC(=O)Nc1sc2c(c1C(=O)Nc1ccccc1Cl)CCCC2
.,-9.5,Cc1nnc(Nc2ccc3c(c2)nc(C)n3C)c2ccccc12
.,-4.8,CC(C)C[C@H](NC(=O)OC(C)(C)C)C(=O)N1CCC(C(=O)N[C@@H](Cc2ccccc2)C(=O)O)CC1
94.1,-7.0,O=C(CC(=O)NCc1cccnc1)NCc1cccnc1

# Reformatted with two lines to a compound: part of the list above
# The line under a structure holds: BAP1 block	HePTP inhibitor
> CCOC(=O)N1CCN(C(=O)Nc2ccc(Cl)cc2)CC1
  73.4	11.5
> O=C(O)CSCc1c(F)cccc1Cl
  96.8	7.1
> COc1ccc(CCN2CCCn3c2nc2c3c(=O)n(Cc3ccccc3F)c(=O)n2C)cc1OC
  99.8	3.6

# Back to the main list, repeating the 5 entries before the break.
BAP1 block,HePTP inhibitor,canonical_smiles
.,-9.5,CC1CCCCN1S(=O)(=O)c1ccc(Br)c2ccccc12 (configuration not stated)
.,7.6,CCC(=O)Nc1sc2c(c1C(=O)Nc1ccccc1Cl)CCCC2
.,-9.5,Cc1nnc(Nc2ccc3c(c2)nc(C)n3C)c2ccccc12
.,-4.8,CC(C)C[C@H](NC(=O)OC(C)(C)C)C(=O)N1CCC(C(=O)N[C@@H](Cc2ccccc2)C(=O)O)CC1
94.1,-7.0,O=C(CC(=O)NCc1cccnc1)NCc1cccnc1
97.2,-4.2,COc1ccc(CNC(=O)c2ccc3c(c2)N(C)C(=O)CS3=O)cc1 (configuration not stated)
110.6,9.3,O=C(Cn1nc(-c2ccccc2F)ccc1=O)NCc1ccc2c(c1)OCO2
.,2.2,C=CCN1C(=O)/C(=C\c2cccs2)SC1=S
120.0,4.8,CCCCOC(=O)Nc1cc(OC)c(Cl)cc1OC
104.0,9.0,O=C(Nc1ccc(C(=O)N2CCOCC2)cc1)Nc1cccc(Cl)c1
74.9,-6.8,CCN(CC)CCCN1C(=O)C(=O)/C(=C(/O)c2ccc3c(c2)OCO3)C1c1ccccn1 (configuration not stated)
.,-0.5,Clc1ccccc1-c1nc(Cc2ccccc2)no1
91.0,-10.0,CCSc1nnc(NC(=O)CCn2c(=O)oc3ccccc32)s1

# Screening results deposited in PubChem BioAssay by several laboratories.
